RAM network inh: inhibitors of the yeast RAM network, primary screen, dse1pr::URA3 reporter, 5-FOA selection; AID 868, 2007; 190,000 compounds, 1.8% hits; inhibition, % at 50 µM; S. cerevisiae dse1pr::URA3 reporter, 5-FOA growth OD615, 2 d; analog-sensitive cbk1-as2 kinase mutant strain;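 active = inhibition above a set limit, 3 SD over mean compound inhibition, cut at about 8.4% in these data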;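 note: 0% = DMSO-only wells with no growth and 100% = 10 µM 1-NA-PP1 full growth; inhibition rescues growth on 5-FOA so higher OD means more RAM inhibition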
PMI act satM6P: human PMI activators, high substrate, primary screen, biochemical, fluorescence intensity, near-saturating mannose 6-phosphate; Mannose-6-phosphate isomerase (Homo sapiens), P34949; coupled PMI enzyme assay, resazurin fluorescence, 20 min; stronger effect = higher value; 1 = untreated enzyme, 0 = substrate-free blank; activation factor at 20 µM; 190,000 compounds, 0.34% hits; AID 1216, 2008;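 active = activation factor of 2 or more at 20 µM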
Target sequence (P34949 whole entry, looked up): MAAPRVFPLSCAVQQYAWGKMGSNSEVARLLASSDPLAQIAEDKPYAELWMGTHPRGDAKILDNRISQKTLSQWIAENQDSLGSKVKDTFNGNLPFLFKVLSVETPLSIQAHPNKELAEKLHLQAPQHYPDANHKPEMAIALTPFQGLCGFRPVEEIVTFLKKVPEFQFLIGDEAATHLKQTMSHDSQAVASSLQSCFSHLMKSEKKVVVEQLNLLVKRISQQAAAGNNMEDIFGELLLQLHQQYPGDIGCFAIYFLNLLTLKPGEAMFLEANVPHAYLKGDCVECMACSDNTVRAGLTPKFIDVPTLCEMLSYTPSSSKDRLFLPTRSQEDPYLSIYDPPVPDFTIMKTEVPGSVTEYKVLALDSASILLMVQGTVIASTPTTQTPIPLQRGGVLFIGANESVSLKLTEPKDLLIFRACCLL
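Test system: human PMI in coupled enzyme assay; Input: PMI at 15 ng/mL final; Medium: HEPES buffer, pH 7.4; Schedule: 20 min incubation at room temperature; Technique: resorufin fluorescence at Ex 544/Em 590 nm; Compound: 20 µM single dose; Probe or stimulus: Near-saturating mannose-6-phosphate, 1.0 mM.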
Hsp70 activator: Hsp70 transcriptional activators, primary screen, cell-based, HeLa, Hsp70 promoter luciferase, luminescence, 10 µM. HeLa Hsp70 promoter luciferase reporter; scaled: vehicle 0, proteasome-inhibitor control 100%. activation, % at 10 µM. 200,000 compounds, 0.04% hits;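 active = activation above the mean across all tested compounds plus 3 SD, cutoff set per campaign, cut at about 5.5% in these data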;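 note: 100% = MG132 at 30 µM as the positive control and 0% = DMSO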
TNAP inh hiacc: human TNAP enzyme inhibitors, primary screen, biochemical, luminescent, high phosphate acceptor level, uHTS | Alkaline phosphatase, tissue-nonspecific isozyme (Homo sapiens), P05186 | purified TNAP, CDP-star luminescence, 1 M DEA | inhibition, % at 20 µM | 200,000 compounds, 0.03% hits;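 active = over 50% inhibition of tissue-nonspecific alkaline phosphatase at 20 µM in the single-dose screen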;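 note: plate controls were DMSO wells for no effect and EDTA-quenched wells as full inhibition for full effect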
PMI activator: activators of human PMI, primary screen, biochemical, fluorescence intensity, near-Km mannose 6-phosphate; purified human PMI, coupled resazurin fluorescence, 20 min; stronger effect = higher value; 1 = vehicle control, 0 substrate-free wells; AID 1214, 2008; activation factor at 20 µM; 190,000 compounds, 0.005% hits;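 active = activation factor of 2 or more at 20 µM, relative to plate controls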
DTT redox prof: compounds producing H2O2 with reducing agent – biochemical, NIH compound library profiling, artefact control for MLSCN library redox annotation, primary screen; DTT-dependent redox cycling H2O2, phenol red/HRP absorbance; 100% = 100 µM peroxide control, 0% = buffer; activation, % at 10 µM; 200,000 compounds, 0.03% hits; AID 878, 2007;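 active = activation of at least 50% relative to the plate's high and low controls in the primary single-dose screen; inactive = activation below 50%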;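 note: compound incubated with DTT at 0.8 mM final as the reducing agent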
Lmaj promast: Leishmania major promastigote growth inhibition, primary screen; Leishmania major promastigotes, resazurin fluorescence viability; inhibition, % at 10 µM; 200,000 compounds, 9% hits; AID 1063, 2008; in the data active = inhibition above about 50%;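 note: promastigotes grown with compound for 44 hours at 28 °C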
TNAP inh noacc: human TNAP enzyme inhibitors, primary screen, biochemical, luminescent, no phosphate acceptor, uHTS. Alkaline phosphatase, tissue-nonspecific isozyme (Homo sapiens), P05186. purified TNAP, CDP-star luminescence, 30 min. inhibition, % at 20 µM. 200,000 compounds, 0.26% hits;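 active = tissue-nonspecific alkaline phosphatase inhibition above about 50% at 20 µM in the single-dose screen, limit read from the data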;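 note: 0% = DMSO negative control and 100% = EDTA positive control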
S1P3 antag: S1P3 receptor antagonists, primary screen, cell-based; CHO S1P3 NFAT-BLA reporter, FRET fluorescence, antagonist mode; inhibition, % at 4.98 µM; 170,000 compounds, 0.27% hits;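 active = inhibition above the plate cutoff, the mean inhibition of test wells on that plate plus 3 SD, cut at about 28% in these data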;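 note: cells challenged with S1P at its EC80 of 0.8 µM; blue over green emission ratio from cleaved BLA substrate after 4 h stimulation; 0% = S1P-stimulated wells and 100% = unstimulated DMSO-only wells; some compounds past the cut are filed as inactive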
Target sequence (Q99500 whole entry, looked up): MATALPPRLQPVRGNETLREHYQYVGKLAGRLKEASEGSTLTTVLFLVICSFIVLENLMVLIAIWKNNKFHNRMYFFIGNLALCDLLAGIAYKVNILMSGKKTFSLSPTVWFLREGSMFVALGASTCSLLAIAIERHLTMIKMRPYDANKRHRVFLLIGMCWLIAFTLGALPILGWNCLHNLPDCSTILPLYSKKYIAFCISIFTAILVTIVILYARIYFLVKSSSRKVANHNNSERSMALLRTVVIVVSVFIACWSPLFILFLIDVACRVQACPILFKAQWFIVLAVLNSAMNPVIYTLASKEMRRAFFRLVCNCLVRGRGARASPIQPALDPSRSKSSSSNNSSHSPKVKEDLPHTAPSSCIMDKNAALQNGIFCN
Efa HMGR inh: inhibitors of E. faecalis class II HMGR, primary screen, biochemical, Enterococcus faecalis; 190,000 compounds, 0.41% hits; HMG-CoA reductase (Enterococcus faecalis, mvaE); purified E. faecalis HMGR, NADPH absorbance 340 nm kinetic; AID 1066, 2008; inhibition, % at 10 µM;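 active = inhibition above a set limit, the median over all tested compounds plus 3 SD, cut at about 9.5% in these data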;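 note: enzyme runs in reverse so mevalonate oxidation gives rising NADPH absorbance; 0% = complete reaction with DMSO and 100% = background rate lacking mevalonate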
* hit, by the source's call; . = no result given.

SMILES	RAM network inh	PMI act satM6P	Hsp70 activator	TNAP inh hiacc	PMI activator	DTT redox prof	Lmaj promast	TNAP inh noacc	S1P3 antag	Efa HMGR inh
CC1SC(=NC(=O)c2ccncc2)NC1=O (stereo unspecified)	-0.5	1	-0.3	-4	1	-0.4	-5	-20	-12	-6
Brc1ccccc1Cn1c(-c2cncs2)nc2ccccc21	1.7	0.9	-0.3	-6	0.9	-1.1	12	-13	12	2
CC(=O)NCCc1ccc(S(=O)(=O)N2CCCC2)cc1	0.8	1	-0.2	-4	1	-0.9	-4	-11	-20	-8
CC(C)n1cnc2cc(NCc3ccccn3)ccc21	2.1	0.8	-0.2	-1	0.8	-0.3	2	0	.	-2
CCNc1ccc(S(=O)(=O)N(C)C)cc1NCC(=O)Nc1ccccc1F	2.3	0.9	-0.4	1	1	-0.1	26	-6	-7	5
CC(c1cccs1)N(C(=O)Nc1ccccc1)C1CCCCC1 (stereo unspecified)	0.8	1	-0.3	-1	1	1.0	38	-6	.	1
CCNc1nc(NC(C)(C)C)nc(SCC(N)=O)n1	-0.9	0.9	0.0	-3	1	-0.2	6	-14	-5	2
Cc1cccc(NC(=O)Cn2cnc3ccc(S(=O)(=O)N4CCC(C)CC4)cc3c2=O)n1	0.5	1	-0.3	-5	1	-1.4	12	-10	-12	-5
O=C(OC(C(=O)NCC1CCCO1)c1ccc(F)cc1)c1ccco1 (stereo unspecified)	3.0	1	0.1	0	1	2.2	0	-10	24	-8
Cc1ccc(C)c(N2CC(C(=O)O)CC2=O)c1 (stereo unspecified)	1.2	1	0.1	-4	1.1	-0.6	-6	1	-21	-7
Cc1noc(C(=O)Nc2ccccc2C(F)(F)F)c1Cl	0.0	0.4	0.0	-2	0.6	-0.1	-3	-11	-14	-1
Cc1ccc(OCCCCn2ccnc2)c(Cl)c1	0.1	1.1	-0.2	1	0.9	3.4	98*	1	-6	0
O=C(c1ccc(N2CCOCC2)cc1)c1cccs1	2.3	0.9	-0.3	-2	0.9	-1.4	-3	-7	11	0
CCOC(=O)c1cc(OC(=O)c2cccnc2)n(-c2ccccc2)n1	2.4	1	-0.3	-3	1	4.2	-12	-11	-41	-4
C=CCNS(=O)(=O)CC12CCC(CC1=O)C2(C)C (stereo unspecified)	0.3	1.1	-0.6	-6	1	0.1	-1	-16	.	-5
N#C/C(=C(/O)CSc1ccccn1)c1nc2ccccc2s1	4.1	1.2	-0.2	-3	1.4	-1.9	-7	-7	-12	-4
CC(C)C(=O)N(Cc1ccc(F)cc1)Cc1nc2ccccc2c(=O)[nH]1	-0.1	1	0.2	-6	1	-0.5	0	-12	20	-5
CCc1nnc(NC(=O)CSc2nnc(-c3cccnc3)n2C)s1	1.4	1	-0.2	0	1	0.1	-3	-18	-22	-3
Cc1ccccc1Cn1nnc2c1C(=O)c1ccccc1C2=O	2.7	.	-0.1	.	.	-0.8	18	.	.	1
Nc1nc(SCC(=O)Nc2ccc([N+](=O)[O-])cc2)n[nH]1	0.4	0.9	-0.2	-5	1	-1.1	-2	-1	-4	1
CCCOC(=O)c1ccc(NC(=O)COC)cc1	0.1	0.9	-0.3	-1	0.9	0.2	-6	2	.	2
CCCCCC(C)n1[nH]c(=O)c2c(C)cc(C)nc21 (stereo unspecified)	0.2	1.1	0.1	-6	1	-2.1	-4	-13	-23	-1
Cc1cccc(C(=O)N/N=C/c2ccccn2)c1	-0.9	0.9	-0.4	-4	0.9	-0.1	14	-7	3	0
Cn1c(=O)[nH]c(=O)c2c1nc(N1CCCC1)n2CCCSc1nc2ccccc2o1	3.4	1.1	-0.3	-6	1	0.8	13	0	.	-5
CCCCc1c(O)nc(SCCC(=O)O)[nH]c1=O	-0.3	1	-0.1	-3	1	0.2	-2	-12	.	-4
COc1ccc(-c2cc(N3CCCC3)n3ncnc3n2)cc1	0.7	0.9	0.1	-4	1	2.0	22	-5	.	-1
O=C(/C=C/c1ccc([N+](=O)[O-])cc1)NCc1ccccn1	3.0	1	-0.3	-5	1	-0.2	12	-12	1	-1
CN(C)CCCN(Cc1cc2cc3c(cc2[nH]c1=O)OCO3)C(=S)NCc1ccco1	0.7	0.7	-0.3	-7	0.9	0.0	-6	-5	12	3
CCCNC(=O)N1CCN(S(C)(=O)=O)CC1	1.4	0.9	-0.1	-4	0.9	-1.4	-7	-9	11	1
CC(C)(C)c1ccc(NC(=O)Nc2ccc(F)cc2)cc1	2.5	1	0.0	-6	1	0.4	-4	-12	10	-3
CC(=O)N1CN(S(=O)(=O)c2ccc(C)cc2)CC1C (stereo unspecified)	-0.9	1.1	-0.1	-4	1	0.0	-4	-18	.	-1
COc1cccc(OCc2nc3ccccc3[nH]2)c1	0.2	0.9	0.2	-6	0.9	-0.4	5	-26	.	-5
C=CCOc1cccc(C2C(C(=O)c3ccco3)=C(O)C(=O)N2Cc2ccncc2)c1 (stereo unspecified)	0.2	1.4	-0.5	0	1.1	-2.8	-6	10	.	-3
Cc1ccc2[nH]c3c(c2c1)CCNC3=O	-1.2	1.1	-0.1	-2	1.1	13	-3	-10	-11	-5
O=C(c1cnccn1)N1CCc2ccccc21	1.1	1	-0.1	-8	1.1	-0.3	22	-7	-2	0
O=C(Nc1ccccc1N1CCN(C(=O)c2ccc(Cl)cc2)CC1)c1ccc2c(c1)OCO2	4.9	1	-0.2	-2	1	-2.9	26	-5	16	4
O=C1CCCCC(=O)N(c2ccccc2)c2ccccc21	1.1	1	-0.5	-3	1	-0.3	4	-9	-19	-1
COc1cccc(C2C(C#N)=C(N)Oc3cc(C)oc(=O)c32)c1OC (stereo unspecified)	0.3	1	-0.3	-5	1.1	-0.6	-3	-8	-9	2
CCOc1ccc(NC(=O)CN(c2cccc(C(F)(F)F)c2)S(C)(=O)=O)cc1	-1.2	1	-0.5	-5	1	0.2	38	-13	.	-3
O=C(Nc1ccon1)c1cccc(S(=O)(=O)N2CCCCC2)c1	3.8	0.9	-0.1	-10	0.9	-0.2	-4	-10	12	-1
CCOc1ccc(NC(=O)CN2C(=O)CSC(C)C2=O)cc1 (stereo unspecified)	3.0	1	-0.3	-2	1	0.1	-6	-3	-2	0
N#CCCN(Cc1cccnc1)C(=O)Nc1ccccc1	-0.7	0.9	0.0	-3	0.8	0.3	-6	-11	.	0
CCOC(=O)COc1ccc2c(c1)C(=O)CC(C)(c1cccnc1)O2 (stereo unspecified)	-0.1	1	0.7	-4	1.1	3.0	-5	-10	.	4
CC(=O)Nc1ccccc1NC(=O)C(F)(F)F	1.4	1	0.2	-6	1	1.3	-5	-8	11	0
CCOc1ccccc1NC(=O)Cn1nnc(-c2ccc(OCC)c(OCC)c2)n1	0.1	1	0.0	-4	1	0.3	1	-10	-30	1
CCN1C(=O)/C(=C/c2cn(C)nc2C)SC1=S	3.5	1	-0.2	-11	1	-0.1	-1	-12	.	-25
N#CCC(=N)N1CCN(c2cccc(Cl)c2)CC1	3.5	0.9	0.0	-1	0.9	1.3	-3	-15	.	-2
CCOc1ccccc1N1CCN(CC(=O)c2c(N)n(C)c(=O)n(C)c2=O)CC1	0.9	1	-0.1	-2	1	-2.3	19	0	-11	0
Cc1ccc(C)c(NC(=O)c2ccccc2NS(=O)(=O)c2cc([N+](=O)[O-])ccc2C)c1	3.9	1.1	-0.4	1	1.1	-0.3	63*	27	-9	-4
Cc1cc(CNCc2cn(C)nc2-c2ccc(Oc3ccccc3)cc2)on1	1.7	1	-0.1	-4	0.9	-1.0	60*	-5	4	0
Cn1c(CN2CCC(C(N)=O)CC2)c(C#N)c2ccccc21	0.6	1.1	-0.3	2	1.1	3.2	8	-6	.	-2
COc1cc(Cl)c(C)cc1NC(=O)[C@@H]1CCCN1C(=O)c1cccs1	0.7	0.9	-0.2	-1	0.9	-0.1	0	-4	11	-7
CCCCSc1nc(NCc2ccco2)c2c3c(sc2n1)COC(C)(C)C3	10*	1	0.1	-4	0.9	-3.1	8	-5	.	-3
CCOc1ccccc1N(CC(=O)NC1CCCCC1)C(=O)CCCC(=O)Nc1ccccn1	0.5	1.1	0.0	-8	1.1	0.0	3	-3	-7	-2
CC(C)CCn1c(CN2CCOCC2)nc2c1c(=O)n(C)c(=O)n2C	-0.5	1	-0.2	0	1	0.0	26	-7	2	-4
O=C(Nc1nc(-c2cccnc2)cs1)c1ccc(S(=O)(=O)N2CCOCC2)cc1	1.6	1	-0.2	3	1	1.1	4	-6	11	-3
COc1ccc(S(=O)(=O)Cc2ccc(C(=O)NCCCN(C)c3ccccc3)o2)cc1	1.6	1	0.0	-5	1	1.6	18	-3	-16	1
Cc1cc2ccccc2n1CCNC(=O)C(C)(C)C	2.8	1	.	0	1.2	-1.6	-5	-12	13	2
Cc1cc(Cl)ccc1OC(C)C(=O)N1CCCN(C(=O)C(C)Oc2ccc(Cl)cc2C)CC1 (stereo unspecified)	4.5	1	-0.2	0	0.8	1.5	99*	-6	.	3
Cc1ccc(-n2c3c(cc(C(=O)NCc4ccco4)c2=O)C(=O)CC(C)(C)C3)cc1	1.5	1	0.2	-8	1	-1.5	51*	-12	1	2

(more compounds)
SMILES	RAM network inh	PMI act satM6P	Hsp70 activator	TNAP inh hiacc	PMI activator	DTT redox prof	Lmaj promast	TNAP inh noacc	S1P3 antag	Efa HMGR inh
COc1ccc(C(CNC(=O)COc2ccc(F)cc2Br)N2CCCC2)cc1 (stereo unspecified)	0.4	1	-0.1	1	1	-0.5	8	-12	-1	-2
O=C(NCc1ccco1)C1CCCN(S(=O)(=O)c2cnc[nH]2)C1 (stereo unspecified)	0.3	1	-0.4	-7	1	-1.1	-8	-16	13	1
Cc1cc(NC(=O)Nc2ccc(F)cc2)no1	0.4	0.8	-0.3	-5	0.9	0.9	-4	-6	.	-3
COc1ccc(-c2nnnn2C)cc1S(=O)(=O)NCCc1ccccc1	3.8	1	-0.2	-1	1.1	0.1	5	-9	7	1
Cc1cc(C)c2ccc(NN)nc2c1O	0.5	1.4	-0.4	2	1.2	-0.1	99*	21	.	-1

Shown with bars between the fields: part of the list above.
smiles | RAM network inh | PMI act satM6P | Hsp70 activator | TNAP inh hiacc | PMI activator | DTT redox prof | Lmaj promast | TNAP inh noacc | S1P3 antag | Efa HMGR inh
Cc1cc(C)c2ccc(NN)nc2c1O | 0.5 | 1.4 | -0.4 | 2 | 1.2 | -0.1 | 99* | 21 | . | -1
COc1ccc(C(CNC(=O)COc2ccc(F)cc2Br)N2CCCC2)cc1 (stereo unspecified) | 0.4 | 1 | -0.1 | 1 | 1 | -0.5 | 8 | -12 | -1 | -2
